NPY1 pot ag – potentiates or activates human NPY-Y1 receptor | P25929 | NPY-Y1 expressing cells, potentiator/agonist activation | activation, % at 3.6 µM | 220,000 compounds, 0.37% hits; in the data active means activation above about 33%, passing the limit was not always enough;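 further: cells stimulated with NPY at EC10 then isoproterenol at EC100; 0% = low agonist plus stimulus and 100% = saturating agonist plus stimulus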
EP2 mod – EP2 receptor (human) modulation | induction, % at 25 µM | P43116 | 260,000 compounds, 0.83% hits | EP2-expressing cells, cAMP HTRF FRET, PGE2 co-stimulation;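 active means compounds whose cAMP rise, as percent of the full-agonist control response, exceeds 60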;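 further: rat C6 glioma line stably carrying human EP2 under a CMV promoter; the protocol text gives 20 µM as final concentration; 100% = response of wells given 1 µM PGE2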
Target sequence (P43116 whole entry, looked up): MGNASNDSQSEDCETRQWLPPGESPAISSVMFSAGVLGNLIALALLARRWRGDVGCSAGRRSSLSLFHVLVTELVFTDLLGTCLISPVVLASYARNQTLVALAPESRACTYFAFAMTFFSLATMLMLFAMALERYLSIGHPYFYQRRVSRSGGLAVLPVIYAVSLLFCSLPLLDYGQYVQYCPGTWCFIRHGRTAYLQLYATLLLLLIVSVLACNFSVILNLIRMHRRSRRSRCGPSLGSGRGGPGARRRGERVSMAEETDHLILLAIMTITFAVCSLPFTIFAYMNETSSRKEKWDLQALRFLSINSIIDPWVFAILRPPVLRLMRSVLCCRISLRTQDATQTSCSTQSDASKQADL
p97 ATPase inh – blocks human p97 ATPase activity | recombinant p97 ATPase, Kinase-Glo ATP luminescence, 3 h | inhibition, % at 8 µM | 220,000 compounds, 0.42% hits; in the data active means inhibition above about 15%;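 further: 0% = DMSO vehicle and 100% = wells lacking enzyme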
eIF4E 4G PPI – eIF4E/eIF4G interaction inhibition in translation initiation; P63073+Q04637; TR-FRET eIF4E-eIF4GI(517-606) binding, 2 h; inhibition, % at 21.7 µM; 220,000 compounds, 0.37% hits;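 active means inhibition above about 30%, limit read from the data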;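 further: 0% = full FRET control wells and 100% = background wells lacking eIF4GI fragment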
NPY-Y1 antag – blocks the human neuropeptide Y Y1 receptor; HEK293-CNG Y1 cells, membrane potential fluorescence; NPY at EC95, then isoproterenol; inhibition, % at 3.6 µM; 200,000 compounds, 1% hits;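 active means inhibition above the campaign mean inhibition of all tested compounds plus 3 SD, cut at about 20% in these data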;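 further: 0% = DMSO wells given NPY plus isoproterenol and 100% = isoproterenol alone without NPY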
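Material: HEK293 Y1/CNG channel cell line; also added: NPY (25 nM), isoproterenol (1 µM), Ro 20-1724 (25 µM); doses: one concentration, 3.6 µM, in 0.4% DMSO; schedule: compound incubation 1 h at room temperature, readout 45 min post-stimulation; technique: membrane potential fluorescence; measure: fluorescence ratio normalized to % inhibition between controls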
EP2 antag – blocks the human prostaglandin E2 receptor EP2; 260,000 compounds, 0.52% hits; C6 glioma cells expressing human EP2, cAMP TR-FRET; cells stimulated with saturating PGE2; P43116; inhibition, % at 25 µM;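 active means percent inhibition above 40 after rounding to a whole number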;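 further: rat C6 glioma host cells with rolipram phosphodiesterase inhibitor present; the protocol text gives 20 µM as final concentration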
NPY2 pot ag – human NPY-Y2 potentiation or agonism, primary screen; AID 1359; 220,000 compounds, 0.45% hits; P49146; cells expressing NPY-Y2, potentiator/agonist read-out; activation, % at 3.6 µM; in the data active means activation above about 27%;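 further: cells stimulated with NPY near EC25 plus isoproterenol at EC100; 0% = vehicle plus submaximal agonist and 100% = vehicle plus saturating agonist; some results beyond the cut were filed as inactive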
S1P4 antagonist – blocks the human S1P4 receptor; O95977; inhibition, % at 4.98 µM; AID 1510; 220,000 compounds, 0.26% hits; S1P4-expressing cells, antagonist mode, reporter read-out; in the data active means inhibition above about 29%;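 further: 0% = wells stimulated with agonist and 100% = vehicle wells without agonist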
Target sequence (O95977 whole entry, looked up): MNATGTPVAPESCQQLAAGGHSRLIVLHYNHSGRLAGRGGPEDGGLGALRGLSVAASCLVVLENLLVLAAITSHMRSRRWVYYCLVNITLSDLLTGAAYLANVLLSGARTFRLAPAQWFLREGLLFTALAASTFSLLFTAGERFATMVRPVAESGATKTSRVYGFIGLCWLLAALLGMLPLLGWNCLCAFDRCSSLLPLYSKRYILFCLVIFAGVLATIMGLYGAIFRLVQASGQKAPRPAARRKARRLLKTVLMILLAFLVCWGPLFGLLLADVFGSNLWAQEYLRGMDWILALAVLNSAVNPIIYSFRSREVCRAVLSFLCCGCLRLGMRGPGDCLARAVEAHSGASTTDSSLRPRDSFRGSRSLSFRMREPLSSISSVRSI
S1P4 ag – activates the human S1P4 receptor | AID 1509 | O95977 | 220,000 compounds, 0.35% hits | activation, % at 4.98 µM | S1P4-expressing cell line, agonist reporter assay; in the data active means activation above about 11%;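 further: 0% = DMSO vehicle and 100% = reference agonist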
Numbers without * were called inactive; . = no result given; & = joins results of further samples; [ ] = another dose, or the depositor's remark.

Every second line gives: S1P4 ag	eIF4E 4G PPI	NPY2 pot ag	NPY-Y1 antag	EP2 mod	S1P4 antagonist	EP2 antag	NPY1 pot ag	p97 ATPase inh
CC1CN(C)C(C)c2c1oc1ccc(N)cc21 (stereo not given)
    -1.3	-1	-3	2	3	-3	6	-12	-4
O=C(O)c1cnn2c(C(F)F)cc(C(F)F)nc12
    4.7	0	-1	3	22	-10	7	-18	0
COc1ccc2c(Cl)c(C(=O)NN3CCN(C)CC3)sc2c1
    1.6	2	-14	5	-31	-7	17	-5	-3
CC1CC(C)CN(C(=O)c2ccccc2Nc2ccc(SC(F)F)cc2)C1 (stereo not given)
    -2.3	9	-1	7	26	5	11	-1	-3
COc1cc(C)ccc1OCCCCN1CC(C)OC(C)C1 (stereo not given)
    0.9	5[fluorescence artefact?]	-3	-3	-9	-9	6	-8	-1
CC(=O)N1c2ccccc2NC(=O)C1(C)C
    0.3	6	2	1	-6	-17	7	4	4
Cc1ccccc1N1C(=O)C2ON(c3ccccc3)C(c3cccnc3)C2C1=O (stereo not given)
    0.1	3	9	-4	12	-8	7	9	2
N#CC(c1ccc(=O)[nH]n1)c1ccc(Cl)cc1Cl (stereo not given)
    0.3	-1	8	0	7	-8	5	14	0
CCOc1cc(C2C(C(=O)OC(C)C)=C(C)NC3=C2C(=O)CCC3)cc([N+](=O)[O-])c1O (stereo not given)
    -1.4	5	-5	-1	17	-26	7	-7	1
O=C(Nc1ccc(Cl)cc1)Nc1ccccc1C(=O)NCc1ccco1
    0.5	1	-1	0	1	-7	7	0	1
CCOCc1nnc(NC(=O)c2cc(OC)cc(OC)c2)s1
    0.0	0	-7	0	-16	-1	5	-9	5
CN1CCN(C(=O)N2c3ccccc3CCc3ccccc32)CC1
    1.6	-1	-2	-1	9	-7	5	-16	0
COc1ccccc1NC(=S)N1CCn2cccc2C1c1cccnc1 (stereo not given)
    1.3	-4	-2	-3	-14	-15	5	15	4
COC(=O)C(/C=N/OCc1ccc([N+](=O)[O-])cc1)NC(=O)c1cccc(Cl)c1 (stereo not given)
    -1.7	0	-23	6	-19	-1	25	-20	-6
Cc1ccc(C(NC(=O)N2CCOCC2)=C(Cl)Cl)cc1F
    2.2	3	2	-2	-21	-22	2	12	-5
CNS(=O)(=O)c1cc(OC)ccc1OC
    1.8	-1	4	1	4	7	18	-7	-3
c1ccc(-c2cccc(-c3ccccn3)n2)nc1
    -0.2	1	4	1	18	18	6	-3	1
COc1cccc(OC)c1C(=O)Nc1ccc2c(c1)Cc1ccccc1-2
    -0.7	2	-14	4	-48	25	4	-1	2
C/C(Cn1nc([N+](=O)[O-])cc1C)=N\NC(=O)COc1ccccc1[N+](=O)[O-]
    1.5	1	7	-1	13	-3	6	4	3
COc1cc(OC)cc(-c2nc3nc(C)c(CCC(=O)NCc4ccco4)c(C)n3n2)c1
    2.6	-1	12	-7	-34	-6	6	1	5
Cc1nc(NC(=O)c2ccccc2)sc1-c1csc(Nc2ccc(F)cc2)n1
    -0.7	-23	3	-2	-9	9	22	26	-4
Cc1cc(=S)cc(C)n1CCCO
    2.5	1	14	-4	15	0	2	17	4
CC(C)(C)N1C(=O)c2ccc(C(=O)NCc3ccco3)cc2C1=O
    2.4	0	-1	-4	15	-13	13	-2	4
Cc1nonc1NCn1nnc2ccccc21
    1.1	-13	9	3	30	10	11	13	-5
CC1(C)CN=C(N(C(=O)Nc2ccccc2)c2ccccc2F)S1
    -0.6	-8	-8	.	43	-6	5	14	-5
CC1CCc2nc(NC(=O)c3ccc(S(=O)(=O)N4CCCc5ccccc54)cc3)sc2C1 (stereo not given)
    0.1	3[fluorescence artefact?]	20	-2	-6	-21	7	18	5
CCc1ccc(-c2csc3ncn(Cc4ccc(C(=O)O)cc4)c(=O)c23)cc1
    -0.7	3	-4	1	18	7	4	0	0
CC1(C)CC(=O)c2sc(NC(=O)CN3CCOCC3)nc2C1
    -0.3	-1	13	-5	29	-10	8	10	1
CC(=O)CCC(=O)N1CCCC(CNC(=O)c2ccc(-c3ccccc3)cc2)C1 (stereo not given)
    0.1	0	9	3	-72	-6	18	10	3
Cc1nn(-c2ccccc2)c(C)c1/C=N/NC(=O)c1cc(-c2ccc(Cl)s2)[nH]n1
    3.1	-5	-4	4	12	-22	8	3	11

Full records from above. Screens in order: S1P4 ag	eIF4E 4G PPI	NPY2 pot ag	NPY-Y1 antag	EP2 mod	S1P4 antagonist	EP2 antag	NPY1 pot ag	p97 ATPase inh
N#CC(c1ccc(=O)[nH]n1)c1ccc(Cl)cc1Cl (stereo not given) is listed as 0.3	-1	8	0	7	-8	5	14	0
COC(=O)C(/C=N/OCc1ccc([N+](=O)[O-])cc1)NC(=O)c1cccc(Cl)c1 (stereo not given) is listed as -1.7	0	-23	6	-19	-1	25	-20	-6

Results in EP2 antag and S1P4 antagonist, for some of the entries so far:
| mol | EP2 antag | S1P4 antagonist |
| --- | --- | --- |
| CCOc1cc(C2C(C(=O)OC(C)C)=C(C)NC3=C2C(=O)CCC3)cc([N+](=O)[O-])c1O (stereo not given) | 7 | -26 |
| O=C(Nc1ccc(Cl)cc1)Nc1ccccc1C(=O)NCc1ccco1 | 7 | -7 |

More records follow.
Every second line gives: S1P4 ag	eIF4E 4G PPI	NPY2 pot ag	NPY-Y1 antag	EP2 mod	S1P4 antagonist	EP2 antag	NPY1 pot ag	p97 ATPase inh
N#Cc1ccccc1NC(=O)CSc1nnc(-c2ccc(F)cc2)n1-c1ccccc1
    -0.5	3	-13	-4	0	-26	.	-4	1
COc1ccccc1NS(=O)(=O)c1cc(NC(=O)c2cc[n+]([O-])cc2)ccc1N1CCCC1
    2.2	-4	6	3	16	-24	5	0	-6
COc1ccc(CNC(=O)COC(=O)c2ccco2)cc1
    2.1	-1	-2	-4	-4&9	13	8&4	15	3
c1ccc(C(c2nnnn2Cc2ccco2)N2CCN(c3nc4ccccc4s3)CC2)cc1 (stereo not given)
    1.5	-6	0	1	-16	-39	8	-24	6
CCCCC(CC)CNC(=O)c1cc2ccccc2c(=O)o1 (stereo not given)
    -0.3	-1	-1	-3	-40	2	12	-20	0
O=C(Cn1cc(C(=O)COc2ccccc2)c2ccccc21)NCc1ccco1
    -1.1	2[fluorescence artefact?]	2	1	-24	-25	13	-16	-1
COc1c(F)c(F)c(C(=O)O)c(Nc2ccccc2)c1F
    -0.5	13	-10	2	9	-19	9	-4	4
CC(=O)N1CCN(c2ccc([N+](=O)[O-])cc2C#N)CC1
    -0.5	4	-2	0	5	1	3	-18	-3
O=C(N/N=C\c1cc([N+](=O)[O-])ccc1N1CCOCC1)c1ccccn1
    2.1	0	-5	2	-10	-16	2	-8	-2
CN(C)CC(=O)N1c2ccccc2Sc2ccc(Cl)cc21
    0.9	-1	-8	2	13	13	4	3	0
Cc1csc(NC(=O)CN2C(=O)C3CC=CCC3C2=O)n1 (stereo not given)
    2.2	-1	2	1	4	15	11	1	2
CC(C)CCOC(=O)C1[C@H]2C(=O)N(Cc3cccs3)C[C@]23C=C[C@H]1O3 (stereo not given in full)
    -0.5	-12	-2	-1	17	8	12	-2	0
Cc1sc(N2C(=O)C3C(C2=O)[C@H]2C=C[C@@H]3C2)c(C#N)c1C (stereo not given in full)
    -0.4	0	1	.	10	5	10	-3	4
CC(C)(C)C1CCC2(CC1)C(C#N)=C(SCC(=O)Nc1ccccc1)NC(=O)C2C#N (stereo not given)
    -1.3	7	9	1	14	-16	7	20	6
CC(=O)Nc1cccc(/C(C)=N/NC(=O)c2ccc(NS(=O)(=O)c3cccs3)cc2)c1
    1.5	2	-28	.	19	-9	4	-18	2
Cc1cc(C)cc(OCC(=O)NN2C(=O)c3ccccc3C2=O)c1
    -0.3	8	2	2	33	-16	11	11	6
CCOc1ccccc1CN1CCN(Cc2cn(C)nc2-c2ccccc2)CC1CCO (stereo not given)
    0.1	-1	1	5	9	2	5	-5	-1
CN1C(CC(=O)Nc2ccc(Cl)cc2Cl)c2ccccc2CC1(C)C (stereo not given)
    0.5	-2	-8	.	61*	1	8	14	-2
CCOC(=O)/C=C1\CC(=O)Nc2cc(C)c(C)cc2N1
    -1.3	5	8	-3	24	-17	-4	-7	2
CCn1c(CNc2ccc(F)cc2)nnc1SCC(=O)Nc1ccccc1OC
    -0.7	-3	7	0	22	-9	25	4	1
Cc1cc(C)c(NC(=O)CCCSc2nnc(N)s2)c(C)c1
    -1.3	-3	-6	0	-12	-12	5	2	0
COc1ccc(N=C2S/C(=C\c3ccc(N4CCOCC4)o3)C(=O)N2CCc2c[nH]c3ccccc23)cc1
    0.3	2	6	-3	23	55*	7	7	4
CN(C)S(=O)(=O)c1cccc(N=c2scc(-c3ccc4c(c3)NC(=O)CO4)n2CC2CCCO2)c1 (stereo not given)
    -0.5	-18	-2	-3	-14	-25	.	6	1
Cc1ccc2cccc(NC(=S)NC(=O)c3ccn(C)n3)c2n1
    0.8	0	-23	11	-3&28	-12	11&5	-46	-4
Cc1cc(C)c2nc(N3CCC(C(=O)NCCCN4CCCCC4)CC3)sc2c1
    0.3	2	12	0	-5	0	3	23	-1
COc1cccc(C(=O)Nc2ccc(F)c(F)c2F)c1
    1.1	0	11	2	-3	-9	4	0	3
Cc1ncc([N+](=O)[O-])n1CC(=O)NC(C)(C)C
    2.1	-2	-15	2	6&12	-14	4&8	-12	2
O=C(CCCn1c(=S)[nH]c2cc3c(cc2c1=O)OCO3)N1CCN(C2CCCCC2)CC1
    -5.4	11	-22	4	-13	-19	9	-16	-4
CCOC(=O)c1nnn(-c2nonc2-n2cccc2)c1CN1CCC(C(=O)OCC)CC1
    -0.5	-6	15	0	22	6	8	23	-7
Cc1noc(C)c1C(=O)Nc1sc(C)c(C)c1C#N
    0.3	0	6	-4	12	-11	7	4	2

Bioassay records (PubChem BioAssay)

Not all compounds are listed; count on the stated rates, not on these rows.
